Screening data: PubChem BioAssay, several laboratories
RBBP9 inh: blocks human serine hydrolase RBBP9 | O75884 | recombinant RBBP9, FP-Rh probe fluorescence polarization | inhibition, % at 7.94 µM | 220,000 tested, 0.2% active | AID 1515;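 active = inhibition above the campaign mean of all tested compounds plus 3 SD, cut at about 14% in these data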;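 note: plate controls were DMSO wells with RBBP9 for no effect and wells lacking RBBP9 protein for full effect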
Target sequence (O75884 whole entry, looked up): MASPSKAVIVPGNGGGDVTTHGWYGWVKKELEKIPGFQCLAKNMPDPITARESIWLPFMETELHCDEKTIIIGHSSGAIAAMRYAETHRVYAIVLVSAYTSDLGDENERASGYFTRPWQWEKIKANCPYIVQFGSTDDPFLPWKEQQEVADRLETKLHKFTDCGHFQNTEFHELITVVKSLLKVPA
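Measured by: FP readout at 525/598 nm; material: recombinant human RBBP9; also added: Serine-hydrolase probe FP-Rh, 375 nM pre-mixing; medium: Tris buffer pH 8.0, NaCl, Pluronic; replication: one well per compound; doses: one concentration, 7.94 µM nominal, 0.794% DMSO; timing: preincubation 30 min plus labeling 45 min at 25 °C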
Runt-CBFb FRET: inhibitors of human RUNX1 Runt domain binding to CBFb; Q01196+Q13951; Cerulean-Runt/Venus-CBFb FRET ratio 530/480, 1 h; inhibition, % at 20 µM; 220,000 tested, 0.46% active; AID 1496;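 active = inhibition over about 50% at 20 µM in the single-dose screen, limit read from the data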;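 note: 0% = DMSO wells and 100% = excess unlabeled CBFb competitor control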
Target sequence (Q01196 whole entry, looked up, the tested form may be a part): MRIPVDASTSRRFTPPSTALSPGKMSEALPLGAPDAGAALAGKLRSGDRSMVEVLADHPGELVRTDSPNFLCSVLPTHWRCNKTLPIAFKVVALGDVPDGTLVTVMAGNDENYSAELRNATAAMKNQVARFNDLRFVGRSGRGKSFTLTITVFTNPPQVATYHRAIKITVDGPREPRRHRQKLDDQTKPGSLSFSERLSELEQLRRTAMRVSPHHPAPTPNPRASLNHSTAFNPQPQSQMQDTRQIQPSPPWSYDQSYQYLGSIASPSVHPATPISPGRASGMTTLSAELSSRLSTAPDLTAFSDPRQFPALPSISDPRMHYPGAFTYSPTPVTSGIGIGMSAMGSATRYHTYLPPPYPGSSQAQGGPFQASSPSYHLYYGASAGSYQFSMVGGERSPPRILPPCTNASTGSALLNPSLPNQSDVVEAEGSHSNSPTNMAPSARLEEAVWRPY
Target sequence (Q13951 whole entry, looked up, the tested form may be a part): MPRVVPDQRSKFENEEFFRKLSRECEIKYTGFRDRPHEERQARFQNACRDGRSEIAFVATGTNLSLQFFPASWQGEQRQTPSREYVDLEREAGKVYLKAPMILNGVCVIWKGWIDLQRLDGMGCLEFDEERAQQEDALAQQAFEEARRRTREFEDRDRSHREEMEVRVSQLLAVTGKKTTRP
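System: Cerulean-labeled Runt domain protein | Quantity: 100 nM of each labeled protein | Schedule: 1 h compound exposure, room temperature | Detection: Fluorescence energy transfer, 422 nm excitation, 530/480 nm emission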
Ba/F3 V617F tox: loss of viability in JAK2V617F-driven Ba/F3 cells. Ba/F3 EpoR-JAK2V617F viability, ATP luminescence. inhibition, % at 5.6 µM. 220,000 tested, 1.1% active. AID 1446;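 active = inhibition above the campaign mean plus 3 SD over all tested compounds, cut at about 24% in these data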;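 note: cytokine-independent growth of Ba/F3 cells driven by EpoR plus mutant JAK2; 0% = DMSO-treated cells and 100% = JAK inhibitor I control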
NPY2 pot ag: potentiators or agonists of human neuropeptide Y receptor Y2. AID 1359. 220,000 tested, 0.45% active. cells expressing NPY-Y2, potentiator/agonist read-out. activation, % at 3.6 µM. P49146; in the data active = activation above about 27%;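 note: cells stimulated with NPY near EC25 plus isoproterenol at EC100; 0% = vehicle plus submaximal agonist and 100% = vehicle plus saturating agonist; some results beyond the cut were filed as inactive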
S1P4 antag: human S1P4 receptor antagonism; O95977; S1P4-expressing cells, antagonist mode, reporter read-out; inhibition, % at 4.98 µM; 220,000 tested, 0.26% active; in the data active = inhibition above about 29%;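 note: 0% = wells stimulated with agonist and 100% = vehicle wells without agonist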
NPY1 pot ag: potentiators or agonists of human neuropeptide Y receptor Y1; P25929; NPY-Y1 expressing cells, potentiator/agonist activation; activation, % at 3.6 µM; 220,000 tested, 0.37% active; AID 1304; in the data active = activation above about 33%, passing the limit was not always enough;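 note: cells stimulated with NPY at EC10 then isoproterenol at EC100; 0% = low agonist plus stimulus and 100% = saturating agonist plus stimulus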
NPY Y1 blocker: NPY-Y1 (human) receptor antagonism. HEK293-CNG Y1 cells, membrane potential fluorescence; NPY at EC95, then isoproterenol. inhibition, % at 3.6 µM. 200,000 tested, 1% active. AID 1040;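 active = inhibition above the campaign mean inhibition of all tested compounds plus 3 SD, cut at about 20% in these data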;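 note: 0% = DMSO wells given NPY plus isoproterenol and 100% = isoproterenol alone without NPY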
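Benchmarks – high control isoproterenol alone, low control NPY with isoproterenol · Material – HEK293 Y1/CNG channel cell line · Times – dye 3 h, compound 60 min room temperature, stimulation 45 min · Probe or stimulus – NPY (25 nM), isoproterenol (1 µM), Ro 20-1724 (25 µM) · Evaluation – % inhibition of NPY effect · Signal – fluorescence, membrane potential probe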
S1P4 ag: agonists of human S1P4 receptor; O95977; S1P4-expressing cell line, agonist reporter assay; activation, % at 4.98 µM; 220,000 tested, 0.35% active; in the data active = activation above about 11%;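 note: 0% = DMSO vehicle and 100% = reference agonist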
BaF3 parental: parental Ba/F3 viability inhibition as JAK2V617F counter-screen; CellTiter-Glo ATP luminescence; inhibition, % at 5.6 µM; 220,000 tested, 1.1% active;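 active = inhibition above a per-campaign cutoff, the mean inhibition of all tested compounds plus 3 SD, cut at about 27% in these data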;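 note: 0% = DMSO wells and 100% = JAK Inhibitor I control wells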
The depositor's hits bear a star; x = no result given.

SMILES	RBBP9 inh	Runt-CBFb FRET	Ba/F3 V617F tox	NPY2 pot ag	S1P4 antag	NPY1 pot ag	NPY Y1 blocker	S1P4 ag	BaF3 parental
CCCCN(C)C(=O)C1CCN(CCCc2ccccc2)CC1	-3	-2	-5	-7	-6	-17	15	0.4	4
Cc1ccc(S(=O)(=O)NCC(c2cccnc2)N2CCOCC2)cc1 (configuration not stated)	-5	-1	0	-5	-11	-11	0	0.0	1
CCN(CC)S(=O)(=O)c1cccc(NC(=O)c2cc3ccccc3o2)c1	-14	-1	-1	-11	-8	3	0	1.2	-1
CCSC1=NC2(CCCCC2)Nc2sc3c(c21)CCCC3	2	-1	0	-5	-13	-15	3	0.8	2
Nn1c(Cc2cccc3ccccc23)nnc1SCc1c(F)cccc1Cl	-1	1	2	-10	-5	-13	0	0.4	6
CNc1ccc(NC(C)=O)cc1[N+](=O)[O-]	0	0	-3	2	-16	9	2	-0.2	6
Cc1ccc(NS(=O)(=O)c2ccccc2[N+](=O)[O-])cc1C	-9	-2	-3	-5	-10	10	-1	1.0	4
Cc1cccn2c(=O)c3cc(C(=O)NCc4ccco4)c(=N)n(CCOCCO)c3nc12	1	x	-2	11	-5	-3	-1	3.5	-4
S=C1NCN(Cc2ccco2)CN1c1cccc2ccccc12	3	-1	-1	-9	-20	-2	x	-0.7	0
CC(C)(C)NC(=O)C(=O)NCCC1=CCCCC1	-5	-2	-4	6	6	2	2	-0.3	2
NNC(=O)CCCNc1ncc(C(F)(F)F)cc1Cl	-7	2	4	-17	-13	-10	4	-0.3	6
Cc1occc1-c1nnc(SCC(=O)N2CCN(c3ccc(F)cc3)CC2)n1C	0	2	-1	22	7	17	-2	2.0	0
N#CCCN(Cc1cccs1)C(=O)Nc1ccc(F)cc1	-3	1	-4	2	7	12	x	0.5	-1
Cc1cc(C)n2cc(COc3ccccc3)nc2n1	3	-3	-1	8	-7	-9	0	1.4	7
CC(=O)Nc1ccc(NC(=O)c2ccc(COc3ccc4c(C)cc(=O)oc4c3)cc2)cc1	-15	3	2	6	-22	-18	5	-1.1	9
Cc1nn(Cc2ccc(F)cc2)c(C)c1NC(=O)CCCn1nc([N+](=O)[O-])cc1C	-5	0	3	-1	-20	18	1	0.9	3
COc1cc(-c2nc3ccccn3c2/N=C/c2cccc(F)c2)ccc1O	-6	-3	-2	15	-17	12	0	1.6	3
Cc1ccc(C)c2[nH]c(=O)c(CCNC(=O)C(C)(C)C)cc12	8	0	-2	2	-5	-2	-1	1.4	3
O=C(CN1CCCc2ccccc21)Nc1ccc(F)cc1[N+](=O)[O-]	-7	0	-1	1	-17	-7	-2	-1.1	4
COC(=O)CSc1nc(C)c(C)c(C)c1C(N)=O	0	-1	4	-2	-14	11	1	-3.2	9
CCOc1ccccc1NC(=O)C1=C(C)NC(=S)NC1c1cccs1 (configuration not stated)	5	-1	-3	9	-2	25	1	0.4	2
COC(=O)c1sc2nc(SCc3cccc(F)c3)n(N)c(=O)c2c1C	3	-1	-2	-3	-16	-6	6	-1.1	8
Cn1nnnc1SCC(=O)Nc1ccccn1	4	-1	-1	2	5	-17	2	-0.2	2
O=C(Nn1cnnc1)c1ccncc1	-6	0	-4	6	-23	-6	-2	1.5	0
CC1=C(C(=O)Nc2ccccc2)C(c2ccc3c(c2)OCO3)C2=C(CCCC2=O)N1 (configuration not stated)	6	1	-2	4	-10	-2	-1	-1.4	4
COc1ccc(CC(=O)Nc2ccc(S(=O)(=O)Nc3ncccn3)cc2)cc1	-4	0	-2	-6	-12	-5	-4	-0.3	2
COCCN1C(=O)c2[nH]nc(-c3ccccc3O)c2C1c1ccc(OC)cc1 (configuration not stated)	-6	4	-2	-21	-5	8	x	-0.7	-1
O=C1CCCc2c1cc(C(=O)Nc1ccc(Br)cn1)c(=O)n2-c1ccccc1	3	0	2	-3	-1	-20	2	-1.3	7
CCOC(=O)c1ccc(NC(=S)N2CCC(C(N)=O)(N3CCCCC3)CC2)cc1	4	2	-1	0	2	1	4	-0.9	8
O=c1c2c(nc3nc(NCc4cccc(Cl)c4)[nH]n13)CCC2	0	-1	3	-1	-23	-11	10	-0.1	6
CCOc1cc(NS(=O)(=O)CC)c(OCC)cc1NC(=O)c1ccco1	-9	-2	4	-19	-5	-19	5	0.9	4
COc1cc(C(=O)NC(CCSC)C(=O)OCC(=O)NC(=O)C2CCCCC2)cc(OC)c1OC (configuration not stated)	-6	-5	-1	2	-22	6	3	1.8	7
COC(=O)c1cn(C(=O)/C=C/c2ccc(OC)c(OC)c2)c2ccccc12	-1	-3	3	-20	-7	-9	5	1.6	7
CCc1cccc(C)c1NC(=S)NCC1CCN(c2ccc(OC)cc2)C1 (configuration not stated)	6	5	2	15	20	25	-2	0.2	7
CCc1cccc(C)c1NC(=S)NCc1ccc2c(c1)cc(C)n2C	-5	-9	-3	27	9	-3	3	0.1	9
COc1ccc(S(=O)(=O)CCC(=O)N2CC(=O)N(CCc3ccccc3)C(=O)C2)cc1	-2	-1	2	4	3	7	6	0.3	9
N=c1c2c3c(sc2ncn1N)CCCCC3	-14	3	3	-9	-17	-13	5	-0.8	4
Cc1cccc(NC(=O)c2ccccc2OCC(=O)c2ccc(F)cc2)c1	0	-3	-4	-2	-14	-8	-1	1.2	1
CCS(=O)(=O)N1Cc2ccccc2CC1C(=O)Nc1nc2ccc(F)cc2s1 (configuration not stated)	-2	-2	-4	18	-3	20	-2	1.6	1
CCOC(=O)/C(C#N)=C\c1ccc(CC)s1	-2	-1	-2	-16	-5	-16	-1	-0.6	8
COc1ccc(Br)cc1/C=N/Nc1ccc(Cl)c(C(=O)O)c1	1	1	0	13	6	12	4	-0.3	0
Brc1ccc(CNc2nc3ccccc3n2CCN2CCCCC2)cc1	-6	-1	0	-19	-4	-5	x	-0.2	2
Cc1ccc(C2NC(c3ccc(C)cc3)C([N+](=O)[O-])C(C)(C)C2[N+](=O)[O-])cc1 (configuration not stated)	-5	0	-2	8	3	-17	10	3.3	1
CC(C)Oc1ccc(C(=O)NC2CCS(=O)(=O)C2)cc1 (configuration not stated)	-1	0	4	-9	-12	-14	-6	0.4	11
CC(=O)N/C(=C/c1ccc2c(c1)OCO2)C(=O)NCCCO	-4	0	0	-7	0	7	-7	0.9	3

One compound at a time, as listed above. Order of screens: RBBP9 inh, Runt-CBFb FRET, Ba/F3 V617F tox, NPY2 pot ag, S1P4 antag, NPY1 pot ag, NPY Y1 blocker, S1P4 ag, BaF3 parental
CCSC1=NC2(CCCCC2)Nc2sc3c(c21)CCCC3 is entered as 2, -1, 0, -5, -13, -15, 3, 0.8, 2
CCN(CC)S(=O)(=O)c1cccc(NC(=O)c2cc3ccccc3o2)c1 is entered as -14, -1, -1, -11, -8, 3, 0, 1.2, -1
COc1ccc(Br)cc1/C=N/Nc1ccc(Cl)c(C(=O)O)c1 is entered as 1, 1, 0, 13, 6, 12, 4, -0.3, 0
N=c1c2c3c(sc2ncn1N)CCCCC3 is entered as -14, 3, 3, -9, -17, -13, 5, -0.8, 4
CC(=O)N/C(=C/c1ccc2c(c1)OCO2)C(=O)NCCCO is entered as -4, 0, 0, -7, 0, 7, -7, 0.9, 3

Next part.
SMILES	RBBP9 inh	Runt-CBFb FRET	Ba/F3 V617F tox	NPY2 pot ag	S1P4 antag	NPY1 pot ag	NPY Y1 blocker	S1P4 ag	BaF3 parental
Nc1nc(CN2CCN(C(=O)c3ccco3)CC2)nc(Nc2cccc(Cl)c2)n1	-15	-2	3	-9	-11	-1	-3	-4.1	9
O=C(NCCCO)C12CC3CC(CC(C3)C1)C2	7	x	0	-8	0	8	-4	-0.4	4
NC(=O)/C(=N\OC(=O)c1ccco1)c1nc(-c2ccc(Br)cc2)cs1	-10	-6	31*	1	-8	0	-3	-0.4	6
COc1ccc(OC)c(N=c2ssnc2Cl)c1	6	42	-4	3	-13	16	6	-0.5	-3
CC(C(=O)N1CCOCCOCCOCCOCCOCC1)N1C(=O)c2ccccc2C1=O (configuration not stated)	-5	-1	1	-3	-8	-1	6	1.8	2
Cc1ccc([N+](=O)[O-])cc1NC(=S)NC(=O)c1cccnc1	4	1	-1	-1	-1	-8	0	-0.9	0
COc1ccccc1NC(=O)c1nc[nH]c1C(=O)Nc1ccccc1OC	-12	2	1	-5	-1	-15	11	-0.2	8
CSc1ncc(Cl)c(C(=O)Nc2nnc(SC/C=C/c3ccccc3)s2)n1	-5	-2	-1	-7	5	-9	12	0.6	7
CC(C)(C)n1nnnc1C(c1cccc(C(F)(F)F)c1)N1CCC(O)CC1 (configuration not stated)	6	-3	0	-2	4	16	-4	-1.9	5
CC1(C)CC(=O)C(C=NCCc2ccc(S(N)(=O)=O)cc2)=C(O)C1	-6	1	3	-2	-14	-21	3	-1.3	-1
Cc1nn(C)cc1C1C(C#N)=C(N)N(c2cccnc2)C2=C1C(=O)CCC2 (configuration not stated)	-10	-1	-1	-2	-8	-5	3	0.8	4
Cc1ccsc1C(=O)OCC(=O)NCCCc1ccccc1	-10	0	4	-14	-12	-27	5	0.7	3
N#CCSc1nnc(-c2ccc(S(=O)(=O)N3CCOCC3)cc2)n1CC1CCCO1 (configuration not stated)	-9	-2	0	-5	-18	6	0	0.2	3
CCC(C)NC(=O)c1ccccc1NC(=O)COc1ccc(OC)cc1 (configuration not stated)	-4	0	2	-16	8	-25	0	1.7	7
O=C(CC1Nc2ccccc2NC1=O)NCc1cccnc1 (configuration not stated)	-2	-2	1	9	-14	-6	-1	1.2	2
Cc1ccc(OCc2nc(-c3ccccc3)no2)cc1	0	0	-1	-40	-16	-23	x	0.6	-1
Cc1cc(C(=O)CSc2nc(N)cc(=O)[nH]2)c(C)n1Cc1ccco1	-11	2	-2	8	-6	-11	x	1.3	34*
COc1ccc(C(=O)O)cc1S(=O)(=O)Nc1ccc(C)cc1	-1	-2	3	-10	-17	-2	4	2.0	11
Cc1[nH]c2ccccc2c1C(O)CN1CCN(c2cccc(C(F)(F)F)c2)CC1 (configuration not stated)	-4	-14	-2	13	-13	13	-1	-1.4	2
COc1ccc(-c2[nH]nc3c2C(c2ccccc2OC(=O)N2CCOCC2)C(C#N)=C(N)O3)cc1 (configuration not stated)	0	0	0	5	-4	4	2	2.3	3
c1ccc(-c2nnc(SCC3CCCO3)nc2-c2ccccc2)cc1 (configuration not stated)	0	-2	-4	2	8	16	x	0.9	2
CN(C)C(=S)Nc1ccc(Cl)cc1	-5	-1	-1	-9	9	-1	x	0.0	2
O=C(NCc1ccco1)c1csc(Nc2ccccc2Cl)n1	-7	4	-2	-2	8	0	-3	-0.1	0
Cc1ccc(S(=O)(=O)N2CCOCC2)cc1C(=O)NCc1ccc(F)cc1	-6	-1	-1	6	-2	-24	6	0.6	5
